# Source: PubChem BioAssay (National Center for Advancing Translational Sciences (NCATS))
# CXXC DNA block = MLL CXXC-DNA interaction inhibition; Q03164; MLL-CXXC / FITC-HOXA9 DNA fluorescence polarization; Potency, µM (series often up to 115 µM), for inactives: at the top dose activity change, negative = inhibition, usual class: inhibitors; 290,000 tested, 0.037% active; active = well fitted inhibition curve with a large enough effect in the polarisation, with a control signal flat, not every such curve was filed as active; inconclusive = small, poorly fitted or top-dose-only effect, or effect the other way, or a change in a side signal; inactive = no such curve, though single readings can be large or run the other way; the % refers to the polarisation; also: potency is read from the fitted curve at half-maximal effect
#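 Steps: dispense CXXC domain solution (7 uM) → pin compounds or unlabeled HOX-A9 DNA control → 5 min ambient → add FLSN-HOX-A9 solution (50 nM) → spin → 30 min ambient → fluorescence polarization. Tris pH 7.5/NaCl/DTT/BSA buffer.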
# TRPV1 agonist = activates the human vanilloid receptor TRPV1. Q8NER1. activation, % at 8.33 µM. TRPV1-expressing cells, Fluo-8 calcium influx, agonist mode. AID 540275. 320,000 tested, 0.19% active; in the data active = activation above about 80%; inconclusive = between about 30% and that limit; also: 0% is about no effect
# Target sequence (Q8NER1 whole entry, looked up): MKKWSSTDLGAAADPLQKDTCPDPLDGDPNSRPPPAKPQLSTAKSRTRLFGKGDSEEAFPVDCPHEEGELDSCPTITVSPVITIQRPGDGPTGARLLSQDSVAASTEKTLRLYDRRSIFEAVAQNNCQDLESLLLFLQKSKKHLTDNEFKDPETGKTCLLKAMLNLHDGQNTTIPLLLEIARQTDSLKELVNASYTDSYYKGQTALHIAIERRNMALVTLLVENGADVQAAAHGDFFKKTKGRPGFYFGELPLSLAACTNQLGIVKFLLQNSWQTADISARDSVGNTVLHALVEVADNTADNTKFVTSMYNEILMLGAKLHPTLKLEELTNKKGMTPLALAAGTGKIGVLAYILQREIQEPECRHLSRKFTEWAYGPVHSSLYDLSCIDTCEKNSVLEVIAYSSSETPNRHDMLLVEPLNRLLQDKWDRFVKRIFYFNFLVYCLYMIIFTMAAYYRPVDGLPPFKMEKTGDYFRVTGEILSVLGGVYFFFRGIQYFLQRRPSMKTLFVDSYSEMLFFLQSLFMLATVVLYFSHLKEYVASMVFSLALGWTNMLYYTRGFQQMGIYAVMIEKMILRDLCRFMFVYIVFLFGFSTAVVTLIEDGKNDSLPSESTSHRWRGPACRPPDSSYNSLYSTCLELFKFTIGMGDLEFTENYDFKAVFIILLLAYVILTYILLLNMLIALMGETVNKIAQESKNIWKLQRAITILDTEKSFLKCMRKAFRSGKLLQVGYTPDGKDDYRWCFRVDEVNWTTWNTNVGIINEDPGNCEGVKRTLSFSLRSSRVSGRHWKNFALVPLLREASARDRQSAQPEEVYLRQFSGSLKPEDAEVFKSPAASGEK
#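 Fluo-8 calcium influx in TRPV1-expressing cells, kinetic read (ex 480/em 520 nm). Compound added and read 3 min for agonist activity, followed by capsaicin at EC20 final and 2 min further read for enhancement.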
# Integrin act MD = activates integrin-mediated alleviation for muscular dystrophy | AID 624291 | 350,000 tested, 0.064% active | alpha7betagal myoblasts, beta-gal FDG fluorescence, 48 h | Potency, µM (doses to about 38.3 µM), for inactives: top-dose activation, hits mostly activators;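 also: potency is read from the fitted curve at half-maximal effect; 100% = response of the positive control SU9516; nearly all actives have a fitted effect of over 60% in size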
#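 Alpha7betagal+/- myoblasts (passage 13) were plated 16-24 hr, then exposed to compounds (1:260 dilution of DMSO stock) for 48 hours at 37C. After MPER lysis, β-galactosidase reporter activity was read as FDG fluorescence (ex 480/em 540) after 30 minutes.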
# ELG1 repair inh = ELG1-dependent DNA repair inhibition. 330,000 tested, 2.3% active. HEK293T ELG1-luciferase reporter, luminescence, 16 h; DNA damage induced by 5-fluorouridine. Potency, µM (highest dose often 46.1 µM), inactives show at the top dose activity change, negative = inhibition, usual class: inhibitors; also: potency is read from the fitted curve at half-maximal effect; % is scaled to controls: 0 for no effect and ±100 for the full control effect; nearly all actives have a fitted effect of over 55% in size
#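 Overnight (16 hr) co-exposure of 2,000 cells/well to 5-fluorouridine and compound at 37 °C preceded detection. Luciferase was quantified via ONE-Glo luminescence; loss of signal denotes inhibition.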
# PTAP TSG101 blk = blocks PTAP/TSG101 interaction to inhibit HIV-1 budding. Q99816. Fluorescence polarization, FITC-PTAP peptide / Tsg101 binding. Potency, µM (highest dose often 115 µM), for inactives: at the top dose activity change, negative = inhibition, usual class: inhibitors. 340,000 tested, under 10 active. AID 493005; active = well fitted inhibition curve with a large enough effect in the main read-out, with a control signal flat, not every such curve was filed as active; inconclusive = small, poorly fitted or top-dose-only effect, or effect the other way, or a change in a side signal; inactive = no such curve, though single readings can be large or run the other way; also: potency is read from the fitted curve at half-maximal effect; % of control where 0% means no effect
#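 Steps: Tsg101 binding domain dispensed (10 uM final), compounds pinned in DMSO, FITC-labeled PTAP-motif peptide added (50 nM final); after 20 min binding at room temperature, polarization measured.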
# BRCA1 expr up = increases BRCA1 expression; Potency, µM (highest dose often 46.1 µM), without a hit: at the highest dose activation, hits mostly activators; AID 624202; MCF7-BRCA1-FFLuc reporter, luminescence, 48 h; response scale: scaled: vehicle 0%, 10 µM genistein 100%; 380,000 tested, 1.1% active; also: potency is read from the fitted curve at half-maximal effect; nearly all actives have a fitted effect of over 80% in size; some results filed as inactive show a strong effect at the top dose
#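 Quantitative HTS in MCF7 cells stably reporting BRCA1 expression via firefly luciferase. Compound treatment lasts 48 h at 37 °C in phenol-red free MEM. Activation is expressed relative to genistein at 10 microM and DMSO.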
# TCR activator = T cell receptor activation. primary human leukocytes, anti-CD3, IL-2 HTRF, 48 h. Potency, µM (doses to about 9.22 µM), inactives show at the highest dose activation of IL-2 secretion, hits mostly activators. 330,000 tested, under 10 active. AID 504894; also: % of control where 0% means no effect
#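 TCR engagement came from a-CD3 beads alone, with compounds added to primary human leukocytes for 48 hr. Secreted IL-2 bridged europium cryptate- and d2-labelled anti-IL-2 antibodies, giving FRET emission at 665nm after 320nm excitation.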
# p53 reactivation = mutant p53 re-activation in reporter cells; H1299 p53-A138V BP100-luciferase reporter, luminescence, 24 h; Potency, µM (series often up to 92.2 µM), inactives show at the top dose activity change, positive = activation, actives largely listed as activators; 320,000 tested, 0.063% active; also: potency is read from the fitted curve at half-maximal effect; % of control where 0% means no effect; nearly all actives have a fitted effect of over 45% in size
#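 p53-null H1299 cells stably carrying temperature-sensitive p53-A138V and a BP100-luciferase reporter were pinned with compounds (4-point, 1:5 series) and held 24 hrs at 37 deg C. Luminescence was read 10 min after detection reagent.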
# A-T KAP1 phos = potential ataxia-telangiectasia treatments restoring KAP-1 phosphorylation | […] A-T fibroblasts, KAP-1 phosphorylation AlphaLISA; neocarzinostatin DNA damage 30 min before lysis | Potency, µM (top dose mostly 57.5 µM), without a hit: top-dose activation, most hits filed as activators | 320,000 tested, 0.19% active | AID 485349; also: potency is read from the fitted curve at half-maximal effect; % of control where 0% means no effect; nearly all actives have a fitted effect of over 45% in size
#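 hTERT-immortalized A-T patient fibroblasts ([…]), 500 cells/well in OPTI-MEM, 1% FBS, got compounds for 60 min, then NCS for 30 min at 37C. Lysates were then assayed for phospho-KAP-1 by AlphaLISA (anti-pKAP1 donor, anti-KAP1 acceptor beads), 6 hr at 25C.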
# B2AR arrestin = recruits beta-arrestin to the human beta2-adrenergic receptor; P07550; beta-arrestin recruitment to beta2AR, cell-based reporter; Potency, µM (top dose mostly 46.1 µM), for inactives: at the highest dose activation, hits mostly activators; 330,000 tested, 0.02% active; AID 492947;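 also: potency is read from the fitted curve at half-maximal effect; 0% = DMSO controls and full agonism = EC100 isoproterenol or metaproterenol; nearly all actives have a fitted effect of over 65% in size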
# * marks the source's active call; other numbers are inactive results; ? = inconclusive; . = not tested or not shown; [ ] = remark or other dose. Unless noted, calls follow the shape of the dose curve; as a rule, active = well fitted curve in the direction sought with a large enough effect; inconclusive = small, poorly fitted or top-dose-only effect, or another doubt; inactive = no such curve, though single readings can be large; an effect the other way counts as inactive or inconclusive. Hits appear at their usual frequency, and some 3.8% of all compounds hit somewhere here.
# Every second line gives: CXXC DNA block, TRPV1 agonist, Integrin act MD, ELG1 repair inh, PTAP TSG101 blk, BRCA1 expr up, TCR activator, p53 reactivation, A-T KAP1 phos, B2AR arrestin
CCN(CC(=O)Nc1ccc(NC(C)=O)cc1)C(=O)CCCc1c[nH]c2ccccc12
    ., -1, -3%, 11%, -1%, -20%, 0%, -2%, 0%, 0.0%
CC1CCCCC1NC(=O)c1cc(S(=O)(=O)N2CCCCC2)ccc1N1CCOCC1 (centres undefined)
    ., 27, 0%, 3%, -1%, -24%, ., 1%, 1%, 0.0%
COc1ccc(C2CC(c3ccc(Cl)cc3)n3nc(N)nc3N2)cc1 (centres undefined)
    -1%, ., 18%, 0%, -4%, 6%, 3%, -7%, 11%, 0.4%
OCC(O)CN(c1ccccc1)c1ccccc1 (centres undefined)
    1%, -3, -10%, 8%, 2%, 0%, -4%, 15%, 1%, -0.2%
CC(C)C(Nc1ccc(C(F)(F)F)cc1[N+](=O)[O-])C(=O)O (centres undefined)
    3%, 0, 1%, -14%, -6%, -9%, -9%, -2%, -7%, 0.0%
Cc1ccc(C(=O)c2cn(-c3ccc(F)c(Cl)c3)nn2)cc1
    38%[activator], 3, 13%, -1%, -6%, 60%, 1%, -2%, 17%, -0.1%
Cc1ccc(OCC(=O)Nc2ccc3oc(=O)ccc3c2)cc1C
    1%, ?, 34%, 0%, -2%, -10%, -2%, -10%, 7%, -2.0%
O=C(NN=Cc1c(O)ccc2ccccc12)c1ccncc1
    ., ., 16%, ., ?, -94%[inhibitor], 5%, ., ., .
CC1(C(=O)N/N=C/c2cc3c(cc2Br)OCO3)CC1(Br)Br (centres undefined)
    8%, 12, -12%, -17%, -3%, -45%, -1%, -28%, -35%, -0.6%
O=C(CN1C(=O)c2ccccc2C1=O)N1CCN(c2ccccc2)CC1
    -1%, 0, 5%, -2%, -7%, -19%, 0%, -5%, -8%, -0.1%
O=C(C1COc2ccccc2O1)N1CCOCC1 (centres undefined)
    -6%, -1, 0%, 8%, -7%, 33%, -6%, 12%, 10%, -3.6%
Cc1ccc(O)c(NC(=O)c2cc(-c3ccccc3)on2)c1
    7%, 1, -5%, ?, 1%, 82%, ., 13%, 5%, -0.8%
O=C(c1cc(F)c(F)cc1Cl)N1CCCc2ccccc21
    3%, 26, -12%, -10%, -2%, 12%, -10%, 1%, 2%, -0.2%
O=S(=O)(NCCc1ccncc1)c1ccc(F)cc1
    8%, 1, ?, -5%, -2%, 19%, 1%, -3%, 2%, 0.0%
COc1cc(C)nc(OCCNC(=O)COc2ccc(Cl)cc2Cl)n1
    9%, 2, -1%, ?, -3%, 14%, -1%, -5%, -1%, 0.1%

# Gathered by group, the compounds so far containing sulfur
# Every second line gives: CXXC DNA block, TRPV1 agonist, Integrin act MD, ELG1 repair inh, PTAP TSG101 blk, BRCA1 expr up, TCR activator, p53 reactivation, A-T KAP1 phos, B2AR arrestin
CC1CCCCC1NC(=O)c1cc(S(=O)(=O)N2CCCCC2)ccc1N1CCOCC1 (centres undefined)
    ., 27, 0%, 3%, -1%, -24%, ., 1%, 1%, 0.0%
O=S(=O)(NCCc1ccncc1)c1ccc(F)cc1
    8%, 1, ?, -5%, -2%, 19%, 1%, -3%, 2%, 0.0%

# Next compounds.
# Every second line gives: CXXC DNA block, TRPV1 agonist, Integrin act MD, ELG1 repair inh, PTAP TSG101 blk, BRCA1 expr up, TCR activator, p53 reactivation, A-T KAP1 phos, B2AR arrestin
O=C(Cn1cc([N+](=O)[O-])ccc1=O)N1CCc2ccccc2C1
    ., ., 0%, 0%, -1%, -8%, 0%, -2%, -21%, -0.2%
O=C1CC(c2ccc(S(=O)(=O)NCc3ccccc3)cc2)CN1 (centres undefined)
    7%, ., -15%, -3%, -6%, 8%, -2%, 0%, 10%, -0.7%
O=C(NCCC1CCCC1)c1cccs1
    -4%, 0, -19%, 0%, 2%, 11µM*, 1%, ., 1%, -1.1%
Cc1ccc(-c2nnc(SCC(=O)N3CCCC3)o2)cc1C
    -11%, 17, 5%, ?, -5%, ?, 1%, ?, -2%, -0.5%
COc1ccc(N2CC(O)=C(c3nc(-c4ccc(Cl)cc4)cs3)C2=N)cc1
    13%, 0, -7%, 8%, -5%, -29%, 15%, -5%, -2%, 0.2%
Cc1ccc(S(=O)(=O)Nc2cc3c(cc2C#N)OCO3)cc1C(N)=O
    6%, 1, 11%, 15%, -2%, 13%, 2%, 3%, -8%, -0.9%
O=C(NCCc1ccccc1)c1ccccc1NC(=O)C1CC=CCC1C(=O)O (centres undefined)
    3%, 2, 0%, ?, -2%, 92%, 1%[46.1 µM], ?, -9%, 0.2%
CSCC[C@H](NC(=O)c1nn(C)c(=O)c2ccccc12)c1nc2ccccc2[nH]1
    -5%, 7, -1%, -8%, -6%, 21%, 0%, 5%, 5%, -0.3%
CC(C)(C)OC(=O)CC12CCCCC1NC(=O)O2 (centres undefined)
    -12%, -3, 0%, ?, 1%, 28%, -3%, ., 1%, -0.6%
O=C(Cc1c(F)cccc1Cl)OCC(=O)N1CCc2ccccc21
    ., ., 6%, ?, 0%, 18%, 9%, 20%, 13%, 3.3%
Cc1oc(/N=C/c2ccc(Cl)cc2Cl)c(C#N)c1C
    -4%, 0, -1%, 0%, 1%, -17%, -17%, -2%, 4%, -0.7%
COc1cc(-c2nc3ccccc3nc2-c2ccc(O)c(OC)c2)ccc1O
    0%, 5, -6%, ?, 0%, -13%, -7%, -8%, -1%, -1.2%
Cc1ccc(NC(=O)C(C)OC(=O)COc2cccc(C(F)(F)F)c2)cc1 (centres undefined)
    ., ?, -10%, ?, -5%, 16%, -5%, -2%, -6%, -0.6%
Cc1onc(-c2c(F)cccc2Cl)c1C(=O)N1CCSCC1
    -8%, -7, 7%, -5%, -3%, -6%, 8%, -2%, 5%, ?
COc1ccc(-n2c(=S)[nH]c3cc(C(=O)NCCCN4CCCC4=O)ccc3c2=O)cc1
    -3%, ., -8%, -4%, 2%, 8%, -6%, -4%, 1%, 0.3%
CCOC(=O)c1sc(NC(=O)COC(=O)CNC(=O)C2CCCCC2)c(C(=O)OCC)c1C
    0%, 2, 2%, ?, 1%, -17%, 1%[46.1 µM], -10%, -3%, -0.4%
CCCCNC(=O)[C@@H]1CSC2c3ccc(OC)c(OC)c3C(=O)N21 (some centres undefined)
    10%, -2, 11%, 6%, -3%, -4%, -1%, -3%, 1%, -0.2%
Cn1cccc1C(=O)C(=O)Nc1ccccc1
    -5%, 15, 32%, ?, -8%, 7.1µM*, -1%, 3%, 6%, 0.2%
N/C(=N\OC(=O)c1ccc(F)cc1)c1nonc1N
    3%, ?, 0%, ?, 3%, 57%, 0%[46.1 µM], 13%, 5%, 0.2%
CCCCC(=O)NC(c1ccc(Cl)cc1Cl)c1ccc2cccnc2c1O (centres undefined)
    -17%, 2, -21%, ?, 2%, -91%, 10%, ?, -3%, -0.2%
CC(C)(C)c1ccc(C(=O)NNc2ncccc2-n2cccc2)cc1
    -18%, 6, 3%, 3.3µM*, 1%, -8%, 4%, 16%, -5%, -0.5%
CCOc1cc(/C=C2/SC(=Nc3ccccc3)N(Cc3cccnc3)C2=O)ccc1OCC#N
    -1%, -3, -9%, 18µM*, -3%, -48%, -2%, -5%, -1%, -0.2%
N#C/C(=C/c1cc[nH]c1)C(N)=S
    6%, -1, -73%[inhibitor], 3%, -4%, 9%, -1%, 2%, -2%, -0.1%
CC1CN(S(=O)(=O)c2ccc(C(=O)N(C)C3CCCCC3)cc2)CC(C)O1 (centres undefined)
    ., ., -8%, -9%, -4%, -14%, 2%, -5%, 15%, -0.5%
CC1CCN(c2ccc3nnc(CCC(=O)NCCCOC(C)C)n3n2)CC1
    1%, -6, -20%, -26%, 1%, -16%, 10%, -5%, 16%, 0.4%
O=C(NC(c1ccc(Cl)cc1)c1cc(Cl)c2cccnc2c1O)c1cccnc1 (centres undefined)
    -11%, 3, -29%, ?, -3%, -83%[inhibitor], 3%[46.1 µM], 18%, -12%, 0.8%

# Three of these compounds in a different format.
SMILES | CXXC DNA block | TRPV1 agonist | Integrin act MD | ELG1 repair inh | PTAP TSG101 blk | BRCA1 expr up | TCR activator | p53 reactivation | A-T KAP1 phos | B2AR arrestin
Cc1onc(-c2c(F)cccc2Cl)c1C(=O)N1CCSCC1 | -8% | -7 | 7% | -5% | -3% | -6% | 8% | -2% | 5% | ?
COc1ccc(-n2c(=S)[nH]c3cc(C(=O)NCCCN4CCCC4=O)ccc3c2=O)cc1 | -3% | . | -8% | -4% | 2% | 8% | -6% | -4% | 1% | 0.3%
CCOC(=O)c1sc(NC(=O)COC(=O)CNC(=O)C2CCCCC2)c(C(=O)OCC)c1C | 0% | 2 | 2% | ? | 1% | -17% | 1%[46.1 µM] | -10% | -3% | -0.4%
